IMP-1 inhibitor: IMP-1 metallo-beta-lactamase inhibitors, primary screen, biochemical, epi-absorbance readout, Pseudomonas aeruginosa enzyme; purified IMP-1, nitrocefin hydrolysis, epi-absorbance fluorescence; inhibition, % at 5.6 µM; actives 0.45% (n = 290,000); metallo-beta-lactamase IMP-1 (Pseudomonas aeruginosa);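 active = inhibition above the mean plus 3 SD of all compounds in the same screening run, cut at about 4.5% in these data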;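 also: 0% = IMP-1 with DMSO and 100% = DMSO wells lacking enzyme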
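System: purified IMP-1; amount: IMP-1 0.2 nM before substrate addition; compound: single dose, 5.6 µM; times: 25 °C, 15 min preincubation, 25 min reaction; signal: Epi-absorbance via hydrolysed-nitrocefin quenching of white-plate fluorescence, 480/530 nm, EDTA stop; benchmarks: DMSO with and without IMP-1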
NS3 helicase inh: inhibitors of HCV NS3 helicase, primary screen, biochemical, Cy5 molecular beacon fluorescence; Hepatitis C virus NS3 helicase; NS3 helicase DNA unwinding; inhibition, % at 10.9 µM; actives 0.56% (n = 290,000);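 active = inhibition above the mean of all tested compounds plus 3 SD, set per campaign, cut at about 35% in these data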;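 also: 0% = DMSO wells and 100% = thioflavine S control wells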
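System: HCV NS3 helicase fragment; control set: DMSO and thioflavine S; technique: Cy5 fluorescence at 0 and 60 min, beacon hairpin quenching; reagent: beacon DNA duplex substrate plus ATP; replicates: singlicate; schedule: 1 h reaction at 25 °C, ATP-initiated; medium: MOPS buffer pH 6.5 with MgCl2, DTT, Tween20, BSA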
IDE cell inh: human IDE inhibitors in live cells, primary screen, fluorescence polarization, HEK cells, FAbetaB substrate. FAbetaB cleavage. inhibition, % at 5.59 µM. actives 0.41% (n = 320,000);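 active = percent inhibition above the average of all tested compounds plus 3 SD, set per screening campaign, cut at about 16% in these data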;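 also: IDE supplied by intact live HEK cells; FP after avidin binding of uncleaved biotin substrate so inhibition keeps polarization high; 0% = DMSO wells and 100% = 60 µM reference IDE inhibitor Ii1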
PfM18AAP inh: PfM18AAP inhibitors, malaria aminopeptidase, primary screen, biochemical, QFRET, recombinant enzyme | H-Glu-NHMec fluorogenic cleavage | inhibition, % at 7.35 µM | actives 1.2% (n = 290,000) | AID 1822, 2009;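 active = inhibition above the campaign mean inhibition over all tested compounds plus 3 SD, cut at about 28% in these data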;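 also: 0% = plate median of test compound wells and 100% = 2 mM ZnCl2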
IDE cell activ: human IDE activators in live cells, primary screen, fluorescence polarization, HEK cells, FAbeta-B substrate; Insulin-degrading enzyme (Homo sapiens), P14735; activation, % at 5.96 µM; actives 0.073% (n = 340,000); FAbeta-B cleavage; 0% vehicle, 100% cell-free pure enzyme wells;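 active = activation above the mean of all tested compounds plus 3 SD, set per screening campaign, cut at about 17% in these data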
p-CIP stab down: p/CIP-EGFP fusion destabilizers, primary screen, fluorescence, F442A cells; Q05BA5; actives 0.01% (n = 290,000); decrease of EGFP signal, % at 10 µM; 16 h;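 active = EGFP signal decrease of at least 30% at 10 µM or well 3 SD below plate mean, unless failing retest; inactive = the rest, including hits failing retest or dose response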; also: some compounds called inactive have numbers as strong as hits; many of its hits are not listed in these tables
DNA FID counter: compounds displacing fluorescent DNA intercalator, primary screen, artefact control for HCV NS3 helicase inhibitor project, biochemical, FID fluorescence; actives 0.17% (n = 290,000); inhibition, % at 7.9 µM; AID 1845, 2009; DNA fluorescent intercalator displacement; in the data active = inhibition above about 37%;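 also: 0% = vehicle and 100% = reference compound; higher means more ethidium bromide displaced from hairpin DNA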
UBC9 SUMO inh: inhibitors of in vitro SUMOylation cascade, primary screen, biochemical, HTRF, uHTS; HTRF SUMOylation assay, SAE1/SAE2 + UBC9; inhibition, % at 35 µM; actives 0.36% (n = 290,000); in the data active = inhibition above about 50%, passing the limit was not always enough; also: strong numbers were not always called active
VIM-2 inh: VIM-2 metallo-beta-lactamase inhibitors, primary screen, biochemical, epi-absorbance readout, Pseudomonas aeruginosa enzyme | AID 1527, 2009 | actives 0.89% (n = 290,000) | inhibition, % at 5.6 µM | purified VIM-2, nitrocefin hydrolysis, epi-absorbance fluorescence;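 active = inhibition above the mean of all tested compounds plus 3 SD, cutoff set per screening run, cut at about 7.5% in these data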;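 also: red hydrolysis product quenches plate fluorescence so inhibitors raise well fluorescence; 0% = enzyme with DMSO and 100% = DMSO without enzyme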
* marks the source's active call; other numbers are inactive results; . = not tested or not shown.

SMILES | IMP-1 inhibitor | NS3 helicase inh | IDE cell inh | PfM18AAP inh | IDE cell activ | p-CIP stab down | DNA FID counter | UBC9 SUMO inh | VIM-2 inh
CN1CCN(c2ccc([N+](=O)[O-])cc2S(=O)(=O)N2CCOCC2)CC1 | -0.8 | 0 | -4 | -7 | 1 | 0 | 3 | 23 | 2.6
Cc1ccccc1NC(=O)N1CCCC(c2nc(-c3ccc(C(C)C)cc3)no2)C1 (stereo unspecified) | -4.5 | -15 | 1 | -15 | 3 | -10 | -6 | -22 | -0.3
Nc1ncc(Br)cc1S(=O)(=O)NCCC(=O)NCCc1ccccc1 | -1.1 | -7 | -3 | 0 | 3 | -18 | -8 | . | -1.4
Cc1nc(NC2=NCN(CC3CCCO3)CN2)nc2ccccc12 (stereo unspecified) | -3.8 | 7 | . | -3 | . | . | -4 | . | -3.4
Cc1cc(C)nc(N(C#N)CC(=O)N(c2ccccc2)C(C)C)n1 | -2.4 | 8 | 3 | 7 | 3 | -5 | -28 | 5 | -1.5
CCn1c(=O)cc(OCC(=O)NCCC(C)C)c2ccccc21 | -3.5 | 9 | 7 | 6 | 1 | -13 | -26 | 17 | 1.1
Cc1cccc(NC(=O)/C(=C\c2ccco2)NC(=O)c2cccs2)c1 | -1.6 | 7 | 1 | 4 | -2 | -1 | 1 | 2 | -1.3
CC(O)CNCCOc1cccc(Oc2ccccc2)c1 (stereo unspecified) | -2.0 | -5 | 1 | -4 | 8 | -3 | 10 | 10 | -3.0
COCCCn1c(=NC(=O)c2ccccc2)c(C#N)cc2c(=O)n3cccc(C)c3nc21 | 8.5* | 0 | 4 | 10 | 7 | 0 | -15 | 15 | 9.3*
CCCC(=O)Nc1c(-c2cccc(OC)c2)c(=O)c2ccccc2n1C | -3.8 | 13 | -2 | 2 | 2 | -12 | -1 | 4 | -2.8
O=C(NCc1ccccn1)c1cc2n(n1)C(C(F)(F)F)CC(c1ccco1)N2 (stereo unspecified) | 1.7 | 9 | -1 | 31* | -1 | -4 | -18 | 4 | -2.1
Cc1cc(C)n2c(SC/C(O)=C(\C#N)c3nc4ccccc4[nH]3)nnc2n1 | -3.7 | 15 | -5 | -9 | 2 | -15 | -7 | 37 | -0.1
CC1CCCN(CCOCCOc2ccc(Cl)cc2Br)C1 (stereo unspecified) | -2.8 | -47 | -1 | 21 | -2 | 10 | 29 | 4 | -2.3
Cc1ccc(NC(=O)c2cc(C)nc3ccccc23)cc1 | -3.6 | 8 | 3 | -7 | 3 | 2 | -16 | 7 | 0.7
O=C(NCc1cccnc1)C1CC(=O)N(c2ccc(F)cc2)C1 (stereo unspecified) | -2.3 | 9 | 3 | 5 | 0 | -10 | 0 | 10 | -3.6

PfM18AAP inh, entries above that show a hit
compound	IMP-1 inhibitor	NS3 helicase inh	IDE cell inh	PfM18AAP inh	IDE cell activ	p-CIP stab down	UBC9 SUMO inh	VIM-2 inh
O=C(NCc1ccccn1)c1cc2n(n1)C(C(F)(F)F)CC(c1ccco1)N2 (stereo unspecified)	1.7	9	-1	31*	-1	-4	4	-2.1

Next section:
SMILES | IMP-1 inhibitor | NS3 helicase inh | IDE cell inh | PfM18AAP inh | IDE cell activ | p-CIP stab down | DNA FID counter | UBC9 SUMO inh | VIM-2 inh
COc1cc(C(=S)N2CCCC2)cc(Cl)c1OCC(=O)Nc1ccc(C)cc1C | -2.8 | 5 | 1 | 8 | 2 | -1 | -29 | 8 | -4.7
CC(=O)NS(=O)(=O)c1ccc(NC(=S)NC(=O)CC(C)C)cc1 | -0.7 | -2 | 1 | -6 | . | 0 | -3 | -1 | -1.6
O=C(Nc1cccc(Cl)c1)c1cc(S(=O)(=O)N2CCCCC2)c[nH]1 | -1.0 | -4 | -5 | 8 | 6 | 1 | -17 | 6 | -0.7
O=C(O)c1ccc(CNCc2ccc(Cl)cc2)cc1 | 0.8 | 5 | 3 | -3 | -3 | -5 | 5 | 0 | -0.6
COC(=O)c1ccccc1OC(=O)c1cccnc1 | -3.8 | 4 | 4 | 6 | 3 | 20 | -3 | -1 | -4.6
CCC(=O)N1CCc2cc(S(=O)(=O)CCC(=O)NCCC3=CCCCC3)ccc21 | -2.2 | -1 | -5 | 1 | 4 | -9 | -34 | 6 | -2.2
COc1ccc(C(CNC(=O)c2cc(C)on2)N(C)C)cc1 (stereo unspecified) | -2.0 | -12 | -3 | -6 | 4 | -5 | -3 | 7 | -0.3
Nc1nc(NS(=O)(=O)c2ccc(Cl)cc2)nn1-c1ccccc1 | -2.6 | -12 | 0 | -1 | 6 | 9 | -3 | 10 | -1.3
Cc1onc(-c2ccccc2Cl)c1C(O)c1ccc(F)cc1 (stereo unspecified) | -4.3 | -6 | 4 | 4 | 0 | -6 | -13 | 2 | -2.2
COc1cccc(C(=O)C2CCCN(Cc3c(C)n(C)n(-c4ccccc4)c3=O)C2)c1 (stereo unspecified) | 0.1 | -2 | 7 | -17 | 3 | -4 | -5 | 32 | 1.5
COCc1[nH][nH]c(=O)c1/C=N/N1CCOCC1 | -1.2 | 7 | 1 | -14 | -1 | -5 | 0 | 2 | 1.5
CN1CCN(Cc2nc(Cc3ccccc3)no2)CC1c1ccccc1 (stereo unspecified) | -0.1 | 6 | -1 | 0 | 1 | -16 | 1 | -4 | 0.4
Cn1cc(C(=O)C(=O)N2CCN(c3ccccc3)CC2)c2ccccc21 | -1.5 | -5 | 1 | -15 | 2 | 7 | -21 | 11 | 1.0
Brc1ccc(-c2nc(-c3ccncc3)no2)o1 | 1.8 | 2 | 8 | -3 | 6 | 1 | 2 | 2 | -0.8
COc1ccccc1CNC(=O)[C@@H]1CCCN1S(=O)(=O)c1ccc(C)cc1 | -2.3 | -6 | 0 | 8 | 2 | 5 | -18 | -2 | -1.0
O=C(Cn1nc(-c2ccc(F)cc2)ccc1=O)Nc1ccc(C(=O)NC2CC2)cc1 | -3.3 | -12 | 7 | 5 | 1 | 8 | -9 | 8 | -2.2
CC(=O)N1c2ccc(S(=O)(=O)N3CCC(C(=O)Nc4cc(C)cc(C)c4)CC3)cc2CC1C (stereo unspecified) | -4.0 | 4 | 14 | 3 | -18 | -6 | -55 | 0 | -0.4
CCCCNC(=O)c1ccc2c(OCC)n(CCCC)nc2c1 | -1.1 | 5 | 9 | -2 | 0 | 7 | -18 | 10 | -0.2
CCc1cc2c(nc1CC)CCN(CC/C(C)=N/O[C@@H](C)c1cc(-c3c(C)cc(C)cc3C)no1)C2 | -1.1 | -37 | 1 | 4 | . | -10 | -4 | -10 | -1.0
CC12CCC(=O)N1C(C(=O)OCC(=O)Nc1ccc(S(N)(=O)=O)cc1)CS2 (stereo unspecified) | -1.2 | -4 | 3 | -3 | 2 | -3 | -1 | 14 | -2.3
O=S(=O)(Nc1cccc(-c2cn3cccnc3n2)c1)c1ccccc1 | -2.3 | 8 | 5 | 1 | 4 | 6 | -13 | 22 | -3.5
CCc1ccc(C(=O)COC(=O)[C@@H](NC(N)=O)[C@@H](C)CC)cc1 | -2.2 | -4 | 4 | 0 | 9 | -3 | -28 | 1 | -2.3
O=C(Nc1ccc(F)cc1)Nc1sccc1-c1nc2ccccc2s1 | -4.8 | 12 | -8 | 0 | 13 | -15 | -1 | 3 | -4.5
S=C(Nc1cccc(Cl)c1)N(CCCN1CCCC1)Cc1cccn1Cc1ccc(Cl)cc1 | -3.0 | -69 | 5 | 1 | 8 | -2 | 36 | -14 | -3.4
O=C(NCCC1=CCCCC1)c1cc(-c2ccccn2)nc2ccccc12 | -4.5 | -3 | 2 | -2 | 3 | -1 | -3 | 14 | -5.5
CCOC(=O)C1(C)NC(c2ccc(N(C)C)cc2)C2C(=O)N(CC)C(=O)C21 (stereo unspecified) | -5.9 | 1 | -4 | 14 | 3 | -7 | 0 | 11 | -1.3
c1nc(Nc2ccc(N3CCOCC3)cc2)c2ccsc2n1 | -1.3 | 0 | -11 | 7 | 5 | 5 | -6 | 16 | -2.6
O=C(c1ccccc1)N1CCCC(c2nc3c(nnn3Cc3ccccc3)c(=O)[nH]2)C1 (stereo unspecified) | -4.1 | 0 | 0 | 3 | 2 | 37 | -16 | 0 | -3.3
Cc1cc(C)n2nc(CC(=O)NCc3ccc(F)cc3)nc2n1 | -1.8 | 5 | 2 | -4 | -4 | 9 | 2 | -1 | -1.9
CCN(CC)CCCNC(=O)C1c2cc(OC)c(OC)cc2C(=O)N(C)C1c1cccs1 (stereo unspecified) | -2.5 | 2 | -2 | 3 | 1 | -5 | 2 | 18 | -1.9
Cc1ccc(NC(=O)C2CCCN2C(=O)NCc2ccccc2)cc1 (stereo unspecified) | -2.3 | -4 | 2 | -7 | 4 | -6 | -5 | 15 | -2.5
COc1ccc(/C=N/Nc2ncccc2[N+](=O)[O-])c(OC)c1 | -3.3 | 6 | 4 | 13 | -5 | -2 | -3 | -2 | -6.6
Cc1ccc(S(=O)(=O)NCc2ccccc2C)cc1 | -0.6 | -2 | 2 | 5 | 2 | 3 | -13 | 6 | -0.9
Cn1c(SCc2cccc(Br)c2)nnc1-c1ccccn1 | -1.7 | -7 | 2 | 1 | 3 | -9 | -21 | 14 | 0.3
O=c1[nH]c(CSc2ccccc2)nc2c1oc1ccccc12 | -2.0 | 1 | -3 | 0 | 4 | -3 | -11 | 14 | -1.9
CC(=O)NCCc1nc2ccccc2n1CCOc1ccccc1C | -2.6 | -8 | -1 | -7 | 4 | -4 | -18 | 4 | 0.6
CSc1nc(NC(C)=O)nc(C)c1Br | -5.6 | 0 | 2 | -7 | 1 | -6 | -1 | 8 | -1.1
O=C(Nc1nc2c(s1)CCCC2)c1ccc(Br)o1 | -2.1 | -6 | -1 | -3 | 7 | -5 | -5 | 12 | -0.5
COC(=O)c1sc(=S)n(-c2ccccc2)c1N | 1.1 | 5 | 3 | 17 | 4 | 1 | 4 | 21 | -3.1
O=C1CCCc2cc3c(cc21)CC1(C3)Cc2cc3c(cc2C1)C(=O)CCC3 | -3.0 | 5 | -2 | -2 | 0 | 6 | -18 | 82* | -2.2
COc1cccc(CC(=O)NCC2COc3ccccc3O2)c1OC (stereo unspecified) | -3.6 | -1 | 2 | -4 | 4 | 2 | -2 | 17 | -2.8
O=c1cc(CSc2nnnn2-c2ccccc2)[nH]c2[nH]n(-c3ccccc3)c(=O)c12 | -2.9 | 27 | -3 | 5 | -1 | -11 | -6 | 28 | -2.3
C[C@H](NC(=O)C1(c2ccccc2)CCN(C(=O)OC(C)(C)C)CC1)C(=O)N[C@@H](C(=O)O)c1ccccc1 | -0.2 | 13 | 5 | 8 | -1 | 10 | -17 | 6 | 0.6

Random draw from the library, and some 3.6% of all compounds hit somewhere here.
